# OX1R antag-1: antagonists of human orexin 1 receptor (OX1R) | Orexin/Hypocretin receptor type 1 (Homo sapiens), O43613 | OX1R-expressing cells, FRET antagonist read-out | inhibition, % at 6.6 µM | 1.8% of 330,000 active | AID 485270, 2010; in the data active = inhibition mostly above about 38%, no sharp cut-off; inactive = mostly below about 40%;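 also: 0% = agonist challenge alone and 100% = reference antagonist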
# Target sequence (O43613 whole entry, looked up): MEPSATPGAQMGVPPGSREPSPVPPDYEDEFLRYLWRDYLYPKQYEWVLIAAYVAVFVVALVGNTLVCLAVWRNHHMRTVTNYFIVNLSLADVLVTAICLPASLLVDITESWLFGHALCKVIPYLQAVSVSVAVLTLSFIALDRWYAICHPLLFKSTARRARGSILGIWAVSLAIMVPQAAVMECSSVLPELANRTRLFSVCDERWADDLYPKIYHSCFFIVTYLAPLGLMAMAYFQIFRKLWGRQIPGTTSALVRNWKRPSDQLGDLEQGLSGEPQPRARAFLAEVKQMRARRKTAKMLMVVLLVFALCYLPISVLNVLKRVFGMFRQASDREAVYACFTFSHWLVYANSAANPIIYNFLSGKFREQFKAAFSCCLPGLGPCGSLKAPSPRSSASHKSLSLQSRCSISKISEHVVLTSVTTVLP
# OX1R antag-2: OX1R (HCRTR1) antagonists, primary screen, fluorescence, CHO/OX1R cells, Fluo-8 calcium, orexin A; Fluo-8 calcium fluorescence; Orexin/Hypocretin receptor type 1 (Homo sapiens), O43613; AID 434989, 2010; 0.43% of 330,000 active; inhibition, % at 5 µM;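 active = inhibition above its plate's threshold, mean inhibition of all tested compounds on the plate plus 3 SD, cut at about 37% in these data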;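 also: 0% = orexin A challenge wells and 100% = SB-334867-A antagonist wells; not every result past the cut was called active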
# Numbers without * were called inactive.
mol	OX1R antag-1	OX1R antag-2
O=C(c1ccc(CS(=O)(=O)Cc2ccc(Cl)cc2)o1)N1CCCC1	6.2	-17.8
CC(C)(C)c1ccc(OCC(=O)NCC(c2cccs2)N2CCOCC2)cc1 (centres undefined)	22.2	-18.5
CC(C)c1ccc(-c2nc(N3CCCC3)nc3n[nH]c(N)c23)cc1	7.6	-20.1
CCOC(=O)N1CCN(C(=O)c2c(N)no[n+]2[O-])CC1	19.5	-9.4
CCOC(=O)COc1ccc2c(c1)C(=O)CC1(CCN(C(C)=O)CC1)O2	7.0	-11.8
CC1(C)Cc2c(cnn2-c2cccc(F)c2)C(NC(=O)c2ccc(=O)[nH]n2)C1 (centres undefined)	4.8	-3.9
O=c1c(-c2nc3ccccc3s2)cccn1Cc1ccccc1	27.0	-17.8
O=C(CCN1CCN(S(=O)(=O)c2ccc(Cl)cc2)CC1)Nc1ccc(F)cc1	4.5	-11.4
CCCn1c(SCC(=O)NC2CCCC2)nc2c1c(=O)n(C)c(=O)n2C	15.3	-11.1
CC(O)[C@H]1CNC(=O)C(=O)N1CC1(c2ccccc2)CC1 (some centres undefined)	8.1	-5.3
CC1=C(C(=O)N2CCCC(CCC(=O)NCc3ccc(F)c(F)c3)C2)OCCO1 (centres undefined)	0.5	-18.3
COc1ccc(CNc2ncnc3c2[nH]c2cc(OC)c(OC)cc23)cc1	4.2	-2.8
Nc1ccc(S(=O)(=O)c2ccc(Cl)cc2)cc1	9.8	-5.1
CN(C)c1ccc(C(CN)c2c[nH]c3ccccc23)cc1 (centres undefined)	13.6	-9.5
Cc1c(OCC(=O)N[C@@H](Cc2ccccc2)C(=O)O)ccc2c1oc(=O)c1ccccc12	13.2	10.4
COc1ccc(CCNC(=O)CSc2nc(C)nc3c2oc2ccccc23)cc1OC	13.5	-16.2
CCCCC(=O)NC(=S)Nc1nnn(CCC)n1	8.9	1.1
O=C(c1cccc(F)c1)N1CCN(c2ccc([N+](=O)[O-])c(N3CCCCC3)c2)CC1	13.9	-28.5
Cc1ncoc1C(=O)Nc1ccccc1-c1ccccc1	12.3	-11.7
Cc1[nH]nc2c1C(c1cccs1)C(C#N)=C(N)O2 (centres undefined)	17.5	0.0
O=C(O)Cn1c(CC(=O)N2CCCC2)nc2ccccc21	4.1	-3.1
COc1ccc(S(=O)(=O)Nc2ccccc2C(=O)NN2CCOCC2)cc1OC	2.3	-17.4
C=C1CCN([C@@H](C)C(=O)NCc2ccc(OC)cc2)S(=O)(=O)c2ccccc21	23.4	-7.6
CCOC(=O)c1c(C)nc2sc3c(=O)n(-c4ccc(C(C)=O)cc4)nnc3c2c1-c1ccc(Cl)cc1	-4.6	-16.8
CCCN(CCC)CCCNC(=O)c1cn(CC)c2ccc(S(=O)(=O)N3CCOCC3)cc2c1=O	-0.2	-10.8
COc1cc(C(=O)NCc2ccc(OCCN(C)C)cc2)cc(OC)c1OC	7.1	-6.3
Cc1ccc(NC(=O)CN(C)Cc2cccs2)cc1Cl	11.5	-30.4
COc1ccc(-c2cn3ccccc3n2)cc1OC	14.4	-21.2
O=c1[nH]c(=O)n(C(c2ccccc2)c2ccccc2)cc1Br	6.5	-14.5
CC1CCN(CC(=O)NCc2ccccc2)CC1	1.0	-11.1
Cc1ccc([N+](=O)[O-])cc1S(=O)(=O)N1CCCN(C)CC1	35.1	-2.8
CC(=O)c1ccc(NC(=O)c2cn(-c3ccccc3)nc2-c2ccncc2)cc1	36.6	-25.5
C=CCOc1ccc(C2NC(=S)NC3=C2CCc2ccccc23)cc1 (centres undefined)	-1.1	-18.7
CCOc1ccc(S(=O)(=O)N2CCCCC2)c2ccccc12	5.8	5.4
CCn1c(O)c(N=NC2=NC(=O)CS2)c2cc(C)ccc21	100.6*	7.5
O=C(CSCc1cnn(-c2ccccc2)c1-n1cccc1)NCCN1CCOCC1	6.6	-29.1
Cn1c(CNC(=O)c2ccccc2F)nnc1SCC(=O)NCc1ccccc1	8.7	-15.7
COc1ccccc1-c1nnc(SCC(=O)N2CCCCC2)o1	7.8	-32.7
CSc1ccccc1NC(=O)c1cc(-c2cccnc2)nc2ccc(Br)cc12	11.3	-8.3
CN(C)CCN1C(=O)C(O)=C(C(=O)c2cc3ccccc3o2)C1c1ccccn1 (centres undefined)	48.8*	-7.0
NC(=O)c1cccnc1Nc1ccccc1F	10.1	5.0
OCCN1CCN(CC(O)COc2ccc3ccccc3c2)CC1 (centres undefined)	27.7	-27.0
Cc1csc(NC(=O)CSc2nc3ccccc3c3c2CCCC3)n1	22.9	-28.8
COC(=O)N1C(=O)[C@](c2ccccc2)(C2CCCC2)N1C(=O)OC	25.3	-8.6
COc1ccc(CCNC(=O)C(=O)Nc2nccs2)cc1OC	4.9	-6.7
C=C(C)COc1ccc(-c2n[nH]c(C)c2-c2ccc(OC)c(OC)c2)c(O)c1	33.3	-15.1
Cc1cccc(C(=O)O/N=C(\N)c2ccccn2)c1	16.9	-6.3
COc1ccc(/C=N/Nc2ccccn2)cc1O	7.7	-16.1
CCOC(=O)c1nn(-c2ccccc2)c(=O)cc1SC(C)CC (centres undefined)	10.3	-34.3
CC(=O)c1cc2c(cc1NS(=O)(=O)c1ccc(F)cc1)OCO2	4.5	-14.3
Clc1cc(Cl)cc(C2=NCCC(c3ccccc3)O2)c1 (centres undefined)	6.7	-5.1
C[C@H](CO)N1C[C@H](C)[C@@H](CN(C)Cc2ccc3c(c2)OCO3)Oc2ccc(NC(=O)Cn3cnnn3)cc2C1=O	8.9	-7.6
Cc1ccc(CC(=S)N2CCOCC2)cc1	5.4	1.2
O=C(OCc1nnc(-c2ccccc2)o1)c1cc(S(=O)(=O)N2CCOCC2)c(Cl)cc1Cl	18.6	-31.4
CCOC(=O)NC1(C(F)(F)F)C(=O)NC(C)=C1C#N (centres undefined)	7.9	-6.9
COc1ccccc1CCNC(=O)C(C)n1nc(C)c2c(C)n(-c3ccccc3)nc2c1=O (centres undefined)	11.9	-28.9
CC(C)CC(=O)NC(=S)Nc1ccc(N2CCOCC2)c(Cl)c1	17.7	6.1
COc1cccc(NC(=O)N2CCCC2C(=O)NC2CC2)c1 (centres undefined)	-0.5	-24.2
Cc1cccc(C)c1-n1nnnc1SCSc1nnnn1-c1c(C)cccc1C	3.0	-22.4
Cc1cc(N2CCOCC2)nc(SCc2ccc(Cl)cc2Cl)n1	10.9	-17.4

# The list continues:
mol	OX1R antag-1	OX1R antag-2
Cc1ccc(-c2nc3ccccc3nc2Cl)cc1	10.4	-17.7
CCc1ccccc1NC(=O)CSc1nnc([C@@H](N)Cc2ccccc2)o1	13.0	-29.4
O=C(NCc1ccccc1F)C1CCN(C(=O)c2sccc2-n2cccc2)CC1	7.6	-15.8
COc1ccc(CNC(=O)COc2cc(=O)n(C)c3ccccc23)cc1	12.1	-8.8
CCn1c2ccccc2c2cc(/C=N/NC(=O)c3cccc(C)c3)ccc21	17.3	-11.9
O=C(Cn1nnc2ccccc2c1=O)NC1CCCCC1	6.0	-12.5
COc1ccc(/C(O)=C/C(=O)C(=O)NNC(=O)c2ccccc2)cc1	3.3	-12.2
CN(C)S(=O)(=O)c1cccc(C(=O)OCC(=O)Nc2ccc3c(c2)OCCO3)c1	-1.4	-14.0
CCOC(=O)C1=C(CC)Nc2ccccc2N=C1NC(=O)Nc1ccc(Cl)c(Cl)c1	95.7*	64.4*
CCCCCOC(=O)Cn1c(=O)c2c(nc(N3CCOCC3)n2C)n(C)c1=O	10.4	-11.0
O=C1C(Cl)=C(NCC2CCCO2)C(=O)N1CCc1ccccc1 (centres undefined)	4.4	-18.8
Cc1cc(C)n2nc(SCC(=O)N/N=C/c3ccc(F)cc3)nc2n1	10.4	-3.7
CN(C)CCN(Cc1ccco1)C(=O)c1cc2c(Cl)nc3ccccc3c2s1	-8.2	-19.9
O=C(CN1C(=O)NC2(CCc3ccccc32)C1=O)c1ccc(F)cc1 (centres undefined)	10.0	-15.6
CC1CC(C)CN(S(=O)(=O)c2cc(C(=O)O)c(Cl)s2)C1 (centres undefined)	0.6	7.4
Nc1nc2c(s1)C(=O)CCC2	12.3	-18.2
O=C(COC(=O)c1cccc(F)c1)NC(=O)NC1CCCC1	-0.7	-14.1
Cc1ccc(C(=O)OCC(=O)N(C)C2CCS(=O)(=O)C2)cc1S(=O)(=O)N1CCCCC1 (centres undefined)	16.2	-14.8
C/C(=N\NC(=O)CO/N=C(\C)c1cccs1)c1ccc(N)cc1	11.3	-14.0
O=C(N/N=C/C=C\c1ccco1)c1ccccn1	17.1	-7.7
Cn1c(SC(C(=O)Nc2ccc(F)cc2)c2ccccc2)nc2ccccc21 (centres undefined)	18.5	-27.5
O=C(Nc1ccc(NC(=O)C2CCCCC2)nc1)c1ccccn1	18.2	-32.3
Cc1n(N)c2ccccc2[n+]1CC(=O)c1ccccc1	6.5	-14.1
CC(=O)C(Cc1cccc(F)c1)(Cc1cccc(F)c1)C(C)=O	12.5	-10.1
COc1ccc(CCn2c(=N)c(C(=O)NCCN3CCOCC3)cc3c(=O)n4ccccc4nc32)cc1OC	50.4*	-6.9
CCOC(=O)c1c(NC(=O)COC(=O)CNC(=O)c2ccco2)sc(C(C)=O)c1C	11.8	-12.4
COc1ccccc1CNS(=O)(=O)c1ccc2c(c1)NC(=O)CS2	28.7	-14.5
CC1CCCCN1CC(=O)Nc1ccc(Oc2ccccc2)cc1 (centres undefined)	8.9	-14.6
COc1ccc(NC(=O)C(=O)NNC(=O)C(C)Oc2ccc(Cl)cc2Cl)cc1 (centres undefined)	35.2	-19.2
Cc1ccc(C)c(N2CCN(C3CCCCC3NS(=O)(=O)c3ccccc3)CC2)c1 (centres undefined)	2.3	-25.8
COc1ccc2nc(SCC(=O)NC3CCCc4ccccc43)[nH]c2c1 (centres undefined)	30.8	-22.1
COc1cccc(CN2C(=O)CCC2(C)C(=O)NC2CCCC2)c1 (centres undefined)	0.4	-8.8
O=C(O)CCCC(=O)Nc1cccc2cccnc12	18.8	-23.0
O=C(CNC(=O)C1CC1)Nc1ccc(F)c(F)c1F	5.9	3.4
COC(=O)C1=C(C)NC(=O)/C1=C\c1cc(C)n(-c2ccccc2)c1C	21.9	0.1
CCn1cc(C(=O)NCC(=O)NCCCN2CCOCC2)c(=O)c2cc3c(cc21)OCO3	8.1	-7.6
Cc1ccc(NC(=O)c2nc[nH]c2C(=O)N[C@H](C)c2ccccc2)cc1	3.5	-21.1
COc1cccc(CC(=O)N2CCCC(CCC(=O)N3CCN(c4ccccn4)CC3)C2)c1 (centres undefined)	30.9	-32.8
CC(C)c1ccc(CN(C)CC(O)c2ccccc2)cc1 (centres undefined)	16.2	-16.4
COc1ccc(CN(C(=O)Cc2c[nH]c3ccccc23)C(C(=O)NC2CCCCC2)c2ccc(C)o2)cc1 (centres undefined)	20.6	6.6

# Compound profiles, as listed above. Screens in order: OX1R antag-1	OX1R antag-2
# Entry for `COc1ccc(NC(=O)C(=O)NNC(=O)C(C)Oc2ccc(Cl)cc2Cl)cc1` (centres undefined) = 35.2	-19.2
# Entry for `COc1ccc(CN(C(=O)Cc2c[nH]c3ccccc23)C(C(=O)NC2CCCCC2)c2ccc(C)o2)cc1` (centres undefined) = 20.6	6.6
# Entry for `CC(C)c1ccc(CN(C)CC(O)c2ccccc2)cc1` (centres undefined) = 16.2	-16.4
# Entry for `COc1cccc(CC(=O)N2CCCC(CCC(=O)N3CCN(c4ccccn4)CC3)C2)c1` (centres undefined) = 30.9	-32.8
# Entry for `CC1CCCCN1CC(=O)Nc1ccc(Oc2ccccc2)cc1` (centres undefined) = 8.9	-14.6

# 2 of the compounds above, as labelled records:
Structure: Cc1cccc(C)c1-n1nnnc1SCSc1nnnn1-c1c(C)cccc1C
- OX1R antag-1 = 3.0
- OX1R antag-2 = -22.4

Structure: Cc1cc(N2CCOCC2)nc(SCc2ccc(Cl)cc2Cl)n1
- OX1R antag-1 = 10.9
- OX1R antag-2 = -17.4

# (listing goes on)
mol	OX1R antag-1	OX1R antag-2
CCCC(=O)Nc1ccc2oc(-c3cccnc3)nc2c1	25.0	2.5
CCOCCCNc1ccc(-c2ccccc2)nn1	7.9	4.7
CCOC(=O)c1sc(NC(=O)c2ccc(S(=O)(=O)N3CCCCC3)cc2)nc1-c1ccccc1	6.2	-7.6
COc1ccc(-c2cn3cccnc3n2)cc1F	10.1	3.3
CC(=O)CCC1C2C(O)C(C(C)C)C(OC(=O)/C=C/c3ccccc3)CC12C (centres undefined)	12.0	-25.6
O=C(O)COc1ccc(S(=O)(=O)N2CCCC2)cc1	2.9	2.7
Cc1cccc(NC(=O)c2nc[nH]c2C(=O)NCC(=O)OC(C)(C)C)c1	9.3	-45.6
Cc1ccc(CNC(=O)C2CCN(S(=O)(=O)c3c(C)noc3C)CC2)cc1	14.3	-17.2
O=C(Nc1ccc(Cl)cc1C(=O)N1CCCC1)c1cccc([N+](=O)[O-])c1	15.7	-10.8
NC(=O)COC(=O)c1sc2ccccc2c1Cl	17.2	-3.8
COc1ccc(OC)c(NC(=O)c2cnn(-c3ccccc3)c2C)c1	19.4	-13.7
CSc1n[nH]c(=O)n1-c1ccc(Cl)cc1	-1.8	-18.6
Cc1cc2c(ncn2C)c(NS(=O)(=O)c2ccc(Cl)cc2)c1C	-3.6	-19.6
CCOC(=O)N(Cc1ccccc1)C(C(=O)O)C(C(=O)O)N(Cc1ccccc1)C(=O)OCC (centres undefined)	2.6	-9.8

# Printed as active in OX1R antag-2, among the entries above:
mol	OX1R antag-1	OX1R antag-2
CCOC(=O)C1=C(CC)Nc2ccccc2N=C1NC(=O)Nc1ccc(Cl)c(Cl)c1	95.7*	64.4*

# Screening results deposited in PubChem by The Scripps Research Institute Molecular Screening Center.
